# ASM inhibitor: inhibitors of human secretory acid sphingomyelinase; 0.006% of 340,000 active; P17405; AID 504937; Potency, µM (doses to about 57.5 µM), for the others: at the highest dose activity change, negative = inhibition, actives largely listed as inhibitors; placental ASM, HMU-PC fluorogenic substrate, 60 min; note: potency is the fitted concentration of half-maximal effect
# Target sequence (P17405 47-631 limits assumed): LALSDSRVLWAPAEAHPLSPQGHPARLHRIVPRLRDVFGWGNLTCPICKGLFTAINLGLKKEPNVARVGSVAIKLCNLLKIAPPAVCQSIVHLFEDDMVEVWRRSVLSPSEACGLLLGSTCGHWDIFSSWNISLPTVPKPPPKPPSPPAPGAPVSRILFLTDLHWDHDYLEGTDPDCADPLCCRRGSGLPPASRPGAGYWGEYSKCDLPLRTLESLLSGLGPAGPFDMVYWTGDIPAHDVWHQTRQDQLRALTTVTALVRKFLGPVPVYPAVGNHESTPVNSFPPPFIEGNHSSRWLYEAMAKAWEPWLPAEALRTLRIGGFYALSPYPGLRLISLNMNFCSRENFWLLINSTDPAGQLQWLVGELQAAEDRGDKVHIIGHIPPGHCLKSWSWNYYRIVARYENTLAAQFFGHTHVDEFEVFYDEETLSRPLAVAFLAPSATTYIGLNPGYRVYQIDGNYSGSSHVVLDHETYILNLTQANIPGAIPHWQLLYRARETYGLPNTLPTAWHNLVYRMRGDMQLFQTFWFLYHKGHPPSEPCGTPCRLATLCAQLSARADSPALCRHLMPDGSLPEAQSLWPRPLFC
#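 qHTS format. ASM enzyme prepared from human placenta hydrolyses the fluorogenic substrate HMU-PC0 (9 uM final) over 60 min at 37 °C after a 10 min compound preincubation.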
# p53 reactivator: mutant p53 re-activation in reporter cells; Potency, µM (highest dose often 92.2 µM), for inactives: at the highest dose activity change, positive = activation, hits mostly activators; 0.063% of 320,000 active; AID 504706; H1299 p53-A138V BP100-luciferase reporter, luminescence, 24 h; note: potency is the fitted concentration of half-maximal effect; % of control where 0% means no effect; nearly all actives have a fitted effect of over 45% in size
#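 p53-null H1299 cells stably carrying temperature-sensitive p53-A138V and a BP100-luciferase reporter were pinned with compounds (4-point, 1:5 series) and held 24 hrs at 37 deg C. Luminescence was read 10 min after detection reagent.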
# Eya2 inh: blocks the phosphatase activity of human Eya2. recombinant Eya2, OMFP fluorescence dephosphorylation (OMFP is methylfluorescein phosphate). Potency, µM (top dose mostly 76.9 µM), inactives show at the highest dose activity, negative = inhibition, actives largely listed as inhibitors. 0.006% of 330,000 active; note: potency is the fitted concentration of half-maximal effect; % is set by controls: 0 for no effect and ±100 for the full control effect
#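 Eya2 protein (added as 0.2 uM solution) was preincubated with compound for 10 min at ambient temperature in 50 mM HEPES pH 7.5, 50 mM NaCl, 5 uM MgCl2, 0.05% BSA, 1 mM DTT. OMFP (added at 50 uM) then reacted 10 min; fluorescence read at 485/525 nm.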
# a7 integrin act: integrin-mediated muscular dystrophy alleviation activation; 0.064% of 350,000 active; alpha7betagal myoblasts, beta-gal FDG fluorescence, 48 h; Potency, µM (series often up to 38.3 µM), without a hit: top-dose activation, most hits filed as activators;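 note: potency is the fitted concentration of half-maximal effect; 100% = response of the positive control SU9516; nearly all actives have a fitted effect of over 60% in size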
#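 alpha7betagal+/- myoblasts (passage 13, 250/well) treated 48 h at 37C with compounds at 1:260 dilution of DMSO stock. Lysed, then beta-galactosidase activity read as FDG fluorescence (ex 480/em 540) after 30 min, with pre-read for autofluorescence.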
# B2AR arrestin: beta2AR (human) beta-arrestin recruitment activity. P07550. beta-arrestin recruitment to beta2AR, cell-based reporter. Potency, µM (doses to about 46.1 µM), inactives show at the highest dose activation, actives largely listed as activators. 0.02% of 330,000 active. AID 492947;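 note: potency is the fitted concentration of half-maximal effect; 0% = DMSO controls and full agonism = EC100 isoproterenol or metaproterenol; nearly all actives have a fitted effect of over 65% in size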
# ELG1 genotoxic: induces genotoxicity in HEK293T cells with luciferase-tagged ELG1. AID 504466. HEK293T ELG1-luciferase reporter, luminescence, 16 h. Potency, µM (highest dose often 46 µM), for inactives: top-dose activity change, positive = activation, actives largely listed as activators. 1.3% of 330,000 active; note: potency is the fitted concentration of half-maximal effect; % of control where 0% means no effect; nearly all actives have a fitted effect of over 60% in size
#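 ELG1-luciferase HEK293T cells, 2,000/well; compound pinned in; 16 hr, 37 °C, 5% CO2; ONE-Glo, 30 min RT; luminescence on CCD imager.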
# uPA generation: cell surface uPA generation inhibition. 0.31% of 330,000 active. Potency, µM (titrated, usually from 38.3 µM), for the others: at the highest dose activity change, negative = inhibition, most hits filed as inhibitors. cell surface uPA generation assay, qHTS; active = well fitted inhibition curve with a large enough effect; inconclusive = small, poorly fitted or top-dose-only effect; inactive = no such curve, though single readings can be large or run the other way; tested in mouse RAW 264.7 cells; note: potency is the fitted concentration of half-maximal effect; % is set by controls: 0 for no effect and ±100 for the full control effect; nearly all actives have a fitted effect of over 55% in size
# BRCA1 expr up: activators of BRCA1 expression; MCF7-BRCA1-FFLuc reporter, luminescence, 48 h; response scale: scaled: vehicle 0%, 10 µM genistein 100%; Potency, µM (doses to about 46.1 µM), inactives show top-dose activation, actives largely listed as activators; 1.1% of 380,000 active; note: potency is the fitted concentration of half-maximal effect; nearly all actives have a fitted effect of over 80% in size; some results filed as inactive show a strong effect at the top dose
#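 48 h compound treatment of MCF7-BRCA1-FFLuc cells (phenol-red free MEM, 37 °C), then 15 min with luciferase substrate and luminescence imaging.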
# TRPV1 ag: activates the human vanilloid receptor TRPV1; Q8NER1; TRPV1-expressing cells, Fluo-8 calcium influx, agonist mode; activation, % at 8.33 µM; 0.19% of 320,000 active; AID 540275; in the data active = activation above about 80%; inconclusive = between about 30% and that limit; note: 0% is about no effect
#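 Fluo-8 calcium influx in TRPV1-expressing cells, kinetic read (ex 480/em 520 nm). Compound added and read 3 min for agonist activity, followed by capsaicin at EC20 final and 2 min further read for enhancement.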
# USP2a block: blocks human ubiquitin-specific protease USP2a; Potency, µM (doses to about 38.3 µM), without a hit: at the highest dose activity change, negative = inhibition, hits mostly inhibitors; USP2 core, Ub-CHOP2 coupled fluorogenic reporter, 485/531; O75604; 0.01% of 330,000 active;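 note: potency is the fitted concentration of half-maximal effect; plate controls were DMSO wells for no effect and full inhibition by NEM control for full effect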
#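 Deubiquitinase activity read as fluorescence (485/531 nm) after Ub-CHOP2 cleavage activates the enterokinase reporter on its substrate; USP2 core 10nM, Ub-CHOP2 and substrate 25nM each, 30min compound preincubation then 60min RT; data normalized to NEM, curves fitted.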
# TSG101-PTAP inh: blocks PTAP/TSG101 interaction to inhibit HIV-1 budding. Q99816. Fluorescence polarization, FITC-PTAP peptide / Tsg101 binding. Potency, µM (top dose mostly 115 µM), without a hit: at the top dose activity change, negative = inhibition, actives largely listed as inhibitors. 340,000 tested, under 10 active; active = well fitted inhibition curve with a large enough effect in the main read-out, with a control signal flat, not every such curve was filed as active; inconclusive = small, poorly fitted or top-dose-only effect, or effect the other way, or a change in a side signal; inactive = no such curve, though single readings can be large or run the other way; note: potency is the fitted concentration of half-maximal effect; % of control where 0% means no effect
# Target sequence (Q99816 whole entry, looked up): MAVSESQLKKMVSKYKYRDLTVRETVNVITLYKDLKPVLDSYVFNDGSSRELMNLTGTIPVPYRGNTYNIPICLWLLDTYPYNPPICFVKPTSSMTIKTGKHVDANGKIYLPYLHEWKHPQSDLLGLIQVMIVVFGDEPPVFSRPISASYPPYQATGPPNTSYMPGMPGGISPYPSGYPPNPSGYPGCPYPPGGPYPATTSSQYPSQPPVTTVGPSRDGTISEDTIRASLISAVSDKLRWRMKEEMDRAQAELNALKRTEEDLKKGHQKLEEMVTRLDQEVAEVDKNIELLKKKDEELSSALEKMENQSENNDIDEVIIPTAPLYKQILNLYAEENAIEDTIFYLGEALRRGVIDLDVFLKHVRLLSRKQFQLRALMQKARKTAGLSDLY
#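 Fluorescence anisotropy tracks displacement of a FITC-tagged PTAP peptide (50 nM) from the Tsg101 binding domain (10 uM), following a 20 min room-temperature incubation at pH 7.5.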
# Starred values were filed as active, the others as inactive; ? = inconclusive; . = not tested or not shown; [ ] = remark or other dose. Unless noted, calls come from the whole dose curve; as a rule, active = well fitted curve in the direction sought with a large enough effect; inconclusive = small, poorly fitted or top-dose-only effect, or another doubt; inactive = no such curve, though single readings can be large; an effect the other way counts as inactive or inconclusive.
SMILES,ASM inhibitor,p53 reactivator,Eya2 inh,a7 integrin act,B2AR arrestin,ELG1 genotoxic,uPA generation,BRCA1 expr up,TRPV1 ag,USP2a block,TSG101-PTAP inh
Cc1cc(Cl)ccc1OCCCC(=O)Nc1cccc(-n2cnnn2)c1,-23%,-10%,1%,-18%,-0.1%,-5%,-10%,-9%,?,1%,-1%
COc1ccc(S(=O)(=O)N2CCN(C3Cc4ccccc4C3)CC2)cc1,3%,15%,7%,-19%,-0.4%,-1%,3%,-2%,4,3%,-6%
CSCCC(CO)NC(=O)OCc1ccccc1 (stereo unspecified),1%,10%,-16%,21%,0.0%,-1%,1%,-3%,-1,0%,-3%
O=C(C1CCN(S(=O)(=O)c2cccs2)CC1)N(c1ccccn1)C1CCCCC1,-2%,3%,-5%,-9%,-0.2%,-3%,-2%,-12%,4,1%,-10%
COc1ccc(-c2[nH]ncc2CN(C)Cc2cnccn2)c(OC)c1,-3%,?,6%,0%,0.2%,0%,-3%,-2%,2,-1%,1%
Cc1onc(-c2ccccc2)c1C(=O)N1CCCCCC1,-1%,5%,2%,?,-0.5%,-3%,0%,-24%,0,-1%,-2%
CC(C)c1ccc(-c2c(NCCc3ccccc3)c(=O)c2=O)cc1,-3%,-4%,-10%,12%,0.5%,10%,-5%,-8%,4,6%,-4%
CC1=CC2=NC(=O)CC(C)(C(=O)N(CC(=O)NC(C)(C)C)Cc3cccs3)N2C=C1 (stereo unspecified),0%,0%,8%,4%,-0.6%,3%,0%,0%,-2,2%,-14%
CCCCn1c(N)c(N(CC(C)C)C(=O)Cc2ccc3c(c2)OCCO3)c(=O)[nH]c1=O,10%,-1%,-12%,-6%,-0.4%,0%,0%,4%,0,2%,-1%
O=C(Nc1cccc(Cl)c1)c1cccc(N2C(=O)C3CC=CCC3C2=O)c1 (stereo unspecified),-4%,3%,-23%,6%,-0.7%,-21%,4%,-2%,26,0%,-5%
Cc1cccc(N2CCN(C(=O)c3ccc4ncsc4c3)CC2)c1C,-1%,?,2%,20%,0.0%,?,-16%,-1%,?,0%,-2%
O=C1C=C(NCc2ccc(Cl)c(Cl)c2)C2(CCCCC2)O1,1%,-10%,6%,18%,-0.3%,-6%,-11%,-37%,?,-6%,-2%
Cc1ccc(NC(=O)C2CCCN(S(=O)(=O)c3cccc4nonc34)C2)cc1 (stereo unspecified),0%,8%,-3%,-29%,-1.1%,5%,2%,-22%,6,2%,-10%
COc1ccc(-c2nc(N)nc(C)c2-c2ccc(Cl)cc2)c(O)c1,-11%,1%,-6%,-24%,-0.5%,-6%,4%,-25%,?,-1%,-9%
O=C(Nc1ccc2c(c1)OCCO2)NC12CC3CC(CC(C3)C1)C2,-4%,?,-9%,-26%,0.1%,?,-2%,3.5µM*,-1,-6%,-5%
CCCCc1ccc(-c2nc(NC(=O)C3C4CCC(O4)C3C(=O)O)sc2C)cc1 (stereo unspecified),.,?,-2%,.,0.2%,16µM*,.,.,-6,1%,.
CCN1CCCC1CNC(=O)Cn1cc2c(n1)CCC(C)C2 (stereo unspecified),1%,4%,-16%,5%,-0.5%,-9%,7%,2%,-2,1%,-4%
C/C(=N\Nc1ccc(C(=O)O)cc1)c1ccc(Br)cc1,-7%,-8%,-4%,-10%,-0.2%,?,-8%,?,1,1%,-5%
COc1ccc(-n2nc(C(=O)NCC(=O)NC(C)C)c3ccccc3c2=O)cc1,1%,-2%,-1%,-9%,0.4%,-4%,2%,-20%,-10,2%,2%
CCOC(=O)c1c(C)[nH]c(C(=O)OCc2ccccc2)c1C,-5%,?,-2%,10%,-0.6%,1.8µM*,?,?,25,3%,.
Cc1cnc(C(=O)OCC(=O)NCc2cccc(Cl)c2)cn1,3%,-1%,-4%,1%,0.0%,-2%,-19%,-10%,-2,0%,-6%
COc1ccc(-n2nc(C(=O)NCC(=O)O)c3ccccc3c2=O)cc1,-2%,12%,2%,-3%,0.1%,0%,13%,3%,-2,0%,2%
Cc1[nH]nc(SCC(=O)NCC(C)C)c1[N+](=O)[O-],0%,-1%,5%,-8%,0.0%,-11%,5%,13%,6,6%,-1%
CC(C)Cc1nnc(NC(=O)c2ccc3c(=O)n4c(nc3c2)CCC4)s1,1%,17%,2%,-3%,6.4%,3%,17%,28%,3,2%,.
CCC(=S)/C=C1\Sc2ccc3ccccc3c2N1CCCS(=O)(=O)O,.,0%,3%,.,0.2%,3%,.,.,-1,0%,.
CC(C)=CCC/C(C)=C/CNC(=O)C[C@H]1C[C@H](C(=O)N2CCOCC2)[C@@]2(C)c3[nH]c4cc(-c5ccco5)ccc4c3CCN2C1=O,-25%,11%,-16%,-41%,-0.5%,-3%,?,-73%,.,-8%,-6%
COc1ccc(/C=C2\CCCC3C2=NN(C(=O)c2ccco2)C3c2ccc(OC)c(OC)c2)cc1OC (stereo unspecified),15%,-2%,-9%,-17%,-0.8%,-10%,-4%,-59%,0,-2%,1%
O=C(CCN1CCCCCC1)Nc1ccc2c(c1)OCCO2,-1%,2%,13%,-30%,-0.1%,1%,.,20%,0,1%,0%
O=C1CSC(=S)N1N1C(=O)c2cccc([N+](=O)[O-])c2C1=O,.,-3%,-2%,.,0.1%,-12%,.,.,1,0%,.
CCN=c1sc(C(=O)OC)cc(=O)n1CC,-1%,10%,2%,-45%,0.4%,2%,-12%,7%,0,0%,-8%
COc1ccccc1N(CN1C(=O)c2ccccc2C1=O)C(=O)c1cccc(C)c1,2%,-7%,-2%,21%,0.0%,-3%,6%,-18%,5,3%,-4%
CCC1CCCCN1C(=O)COC(=O)c1cc2ccccc2cc1O (stereo unspecified),18%,?,0%[15.4 µM],26%,0.3%,-4%,3%,11%,1,-2%,0%
CC1=CC(C)(C)N(C(=O)CN2C(=O)CCC2=O)c2ccccc21,3%,-1%,0%,?,-0.6%,-1%,16%,-3%,1,8%,-8%
O=C(O)c1cccc(N2C(=O)C3C4C=CC(C4=C(c4ccccc4)c4ccccc4)C3C2=O)c1 (stereo unspecified),?,-3%,3%,-13%,0.0%,0%,-3%,0%,-1,-8%,0%
CCN(CC)S(=O)(=O)c1cccc(C(=O)N[C@H](C(=O)O)C(C)C)c1,3%,0%,8%,-3%,-1.0%,3%,0%,-9%,12,-5%,-5%
COc1ccc(CN2CCOCCOCCN(Cc3ccc(OC)cc3)CCOCCOCC2)cc1,5%,1%,-4%,-28%,-0.2%,-7%,9%,-39%,-2,2%,0%
COc1cccc(NC(=O)CN(C)C(=O)c2c(C)noc2C)c1,4%,-2%,-6%,30%,-0.2%,3%,2%,-2%,0,0%,-2%
CCC(Sc1nnnn1-c1ccccc1)C(=O)NC(C)c1ccccc1 (stereo unspecified),-5%,-8%,-33%,-14%[7.66 µM],0.1%,-13%,.,0%,12,1%,-3%
[O-][n+]1ccc(C2CC2)cc1,5%,-1%,11%,10%,0.2%,-1%,-3%,2%,0,5%,-1%
C#CCNC(=O)C1=C[C@H](c2ccccc2)C[C@H](OCCCCO)O1,10%,2%,2%,-3%,-0.2%,7%,-8%,-2%,3,-2%,.
COc1ccc(OC)c(NC(=O)C2CC(/C=C/c3ccccc3)=NO2)c1 (stereo unspecified),-3%,5%,-5%,-20%,0.3%,1%,0%,-28%,3,-2%,-5%
Cc1n[nH]c(=O)c2c(NC(=O)CSc3nnc(C4CC4)n3C)oc(C)c12,3%,4%,8%,29%,0.1%,2%,-1%,-4%,0,1%,-1%
COc1ccc2cc(CCNC(=O)C3CC3)c(=O)[nH]c2c1,0%,2%,8%,16%,-0.4%,4%,-1%,6%,5,0%,-1%
CC1CCC2(CC1)NC(=O)N(CC(=O)N1CCN(c3ccccc3)CC1)C2=O (stereo unspecified),3%,-3%,6%,59%,0.1%,-2%,6%,8%,1,0%,-6%

# Single entries from the results shown:
# COc1ccc(-c2nc(N)nc(C)c2-c2ccc(Cl)cc2)c(O)c1 in TSG101-PTAP inh = -9%
# CCC1CCCCN1C(=O)COC(=O)c1cc2ccccc2cc1O (stereo unspecified) in uPA generation = 3%

# BRCA1 expr up: entries above that show a hit.
Molecule	ASM inhibitor	p53 reactivator	Eya2 inh	a7 integrin act	B2AR arrestin	uPA generation	BRCA1 expr up	TRPV1 ag	TSG101-PTAP inh
O=C(Nc1ccc2c(c1)OCCO2)NC12CC3CC(CC(C3)C1)C2	-4%	?	-9%	-26%	0.1%	-2%	3.5µM*	-1	-5%

# Compound activity deposited in PubChem by National Center for Advancing Translational Sciences (NCATS).
